EPAC2 agonist: agonists of human EPAC2 (RAPGEF4); EPAC2 activation, biochemical qHTS; response scale: 100% = 6.5 mM cAMP response; Potency, µM (titrated, usually from 154 µM), for the others: top-dose activation, usual class: activators; 0.079% of 360,000 active; AID 720711; further: potency means the concentration at half of the fitted maximal effect; nearly all actives have a fitted effect of over 50% in size
Target sequence (Q8WZA2 whole entry, looked up): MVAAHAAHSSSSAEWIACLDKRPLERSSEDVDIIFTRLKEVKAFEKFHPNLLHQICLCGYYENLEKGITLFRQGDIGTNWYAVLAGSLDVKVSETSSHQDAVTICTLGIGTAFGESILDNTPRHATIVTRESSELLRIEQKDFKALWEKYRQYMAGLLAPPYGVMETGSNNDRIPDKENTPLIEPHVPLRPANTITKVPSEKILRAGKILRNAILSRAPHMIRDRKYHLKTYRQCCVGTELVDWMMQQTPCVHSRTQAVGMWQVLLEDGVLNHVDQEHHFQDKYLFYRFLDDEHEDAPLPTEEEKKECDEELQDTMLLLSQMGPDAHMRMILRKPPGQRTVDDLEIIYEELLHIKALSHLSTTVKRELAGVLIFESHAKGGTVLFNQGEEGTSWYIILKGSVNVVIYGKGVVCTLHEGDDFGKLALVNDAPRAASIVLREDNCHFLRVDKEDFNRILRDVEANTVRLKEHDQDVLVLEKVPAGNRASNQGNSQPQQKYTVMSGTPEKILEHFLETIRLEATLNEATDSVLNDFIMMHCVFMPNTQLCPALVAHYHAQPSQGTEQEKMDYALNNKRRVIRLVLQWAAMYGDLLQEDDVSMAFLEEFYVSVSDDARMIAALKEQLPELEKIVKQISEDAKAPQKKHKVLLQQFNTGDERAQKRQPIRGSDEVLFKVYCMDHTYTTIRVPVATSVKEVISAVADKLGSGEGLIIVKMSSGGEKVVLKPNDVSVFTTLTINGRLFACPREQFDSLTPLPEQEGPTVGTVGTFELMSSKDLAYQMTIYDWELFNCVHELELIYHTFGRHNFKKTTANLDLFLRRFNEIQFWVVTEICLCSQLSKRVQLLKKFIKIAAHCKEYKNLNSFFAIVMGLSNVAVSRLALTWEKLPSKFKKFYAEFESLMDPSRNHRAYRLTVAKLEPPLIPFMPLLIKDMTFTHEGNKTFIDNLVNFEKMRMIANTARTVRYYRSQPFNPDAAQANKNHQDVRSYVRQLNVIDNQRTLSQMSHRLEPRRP
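Guanine nucleotide exchange by EPAC2 is measured as reduced fluorescence of BODIPY-GDP once it is released from 250 nM Rap1B. Plates are read kinetically for 30 min at room temperature; results are scaled to 6.5 mM cAMP.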
MmCpn inh: M. maripaludis TRiC chaperonin inhibition; 0.031% of 330,000 active; Potency, µM (top dose mostly 76.9 µM), for the others: at the top dose activity, negative = inhibition, actives largely listed as inhibitors; purified Mm-Cpn ATPase, ADP Transcreener TR-FRET; further: potency means the concentration at half of the fitted maximal effect; on the % scale 0 is the no-effect control and ±100 the full control effect; nearly all actives have a fitted effect of over 80% in size
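Compound-treated chaperonin, 25 nM final, turns over 10 uM ATP at 37°C for 30 min following a 10 min preincubation; ADP generated competes with ADP-d2 for Eu-cryptate antibody, lowering FRET.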
EPAC2 antag: EPAC2 (human) antagonism; Q8WZA2; EPAC2 GEF exchange of Rap1B-BODIPY-GDP, fluorescence; Potency, µM (doses to about 114 µM), without a hit: top-dose activity, negative = inhibition, actives largely listed as inhibitors; 0.18% of 360,000 active; AID 720708; further: potency means the concentration at half of the fitted maximal effect; on the % scale 0 is the no-effect control and ±100 the full control effect; nearly all actives have a fitted effect of over 45% in size; many of its hits are not listed in these tables
TGFb inhibitor: TGF-b pathway inhibition | 1.2% of 410,000 active | AID 588855 | Potency, µM (doses to about 46.1 µM), without a hit: at the top dose activity, negative = inhibition, actives largely listed as inhibitors | HepG2 CAGA-GFP TGF-b/SMAD3 reporter, GFP fluorescence, 18 h; TGF-beta stimulated, 500 pg/mL final; further: potency means the concentration at half of the fitted maximal effect; on the % scale 0 is the no-effect control and ±100 the full control effect; nearly all actives have a fitted effect of over 65% in size
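Read-out: total well GFP (ex488/em500-530) summed from mean per-cell fluorescence. Cells: HEPG2 CAGA-GFP, 1% FBS DMEM, 18 h at 37 degrees C with 500 pg/mL final TGF-beta. Unstimulated wells served as the full-inhibition control; stimulated DMSO wells = 0%.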
Nrf2 ARE act: Nrf2 pathway activation; AREc32 ARE-luciferase reporter (MCF7-derived line), luminescence, 24 h; Potency, µM (series often up to 46.1 µM), inactives show top-dose activation, usual class: activators; 0.31% of 410,000 active; AID 624171; further: potency means the concentration at half of the fitted maximal effect; % of control where 0% means no effect; nearly all actives have a fitted effect of over 65% in size
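AREc32 cells carrying an ARE-driven firefly luciferase reporter were seeded at 1000 cells/well in OPTI-MEM with 5% FBS, then exposed to compound for 24 hr at 37 deg C. Luminescence was read with Steady-Glo after 30 min at RT.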
A549 viability: A549 cytotoxicity, counter-screen for Nrf2 inhibitors. A549 ARE-Fluc cells, CellTiter-Fluor viability, 18-24 h. Potency, µM (highest dose often 46 µM), without a hit: at the top dose activity change, negative = cytotoxicity, actives largely listed as inhibitors. 0.16% of 390,000 active; further: potency means the concentration at half of the fitted maximal effect; on the % scale 0 is the no-effect control and ±100 the full control effect
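A549 ARE-Fluc cells in 5% FBS OPTI-MEM, 5000 cells/well, rested 2 h then exposed to compounds in concentration-response for 18-24 h at 37 °C. Viability by CellTiter-Fluor fluorescence (Ex 405/Em 525) after 30 min; luciferase luminescence (BugLite, 15 min, RT) read afterwards.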
pAkt inh: inhibitors of Akt phosphorylation. activity change, % for hits at 50 µM. Neuro2A IGF-stimulated pAkt S473 HTRF, 20 min; stronger effect = lower value. AID 651550. 0.32% of 360,000 active; in the data active means activity change below about -80%; inconclusive means mostly about -51% to -80%; further: on the % scale 0 is the no-effect control and ±100 the full control effect
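Single-point screen (50 µM final compound) in Neuro2A cells stimulated 20 min with 6 nM IGF at 37 deg C. After lysis, Ser473-phosphorylated Akt read by HTRF (ex 330 nm, em 615/665 nm) as the 665/615 ratio.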
CCT chaperon mod: changes cytosolic chaperonin activity | activity change, % (test concentration not listed), hits read low | 0.3% of 360,000 active | AID 651819 | purified chaperonin ATPase assay, HTRF ADP detection, 30 min; in the data active means activity change below about -30%; further: on the % scale 0 is the no-effect control and ±100 the full control effect
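First, chaperonin was dispensed at 40 nM or 20 nM final depending on batch activity. Next, compounds were pinned at 76 uM and ATP added at 10 uM. After 30 min at 37 °C, ADP detection reagents ran 30 min at ambient temperature.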
Nrf2 inh: Nrf2 pathway inhibition. 2.1% of 360,000 active. A549 ARE-Fluc reporter, luciferase luminescence, 18-24 h. Potency, µM (doses to about 46 µM), inactives show at the top dose activity change, negative = inhibition, actives largely listed as inhibitors; further: potency means the concentration at half of the fitted maximal effect; on the % scale 0 is the no-effect control and ±100 the full control effect; nearly all actives have a fitted effect of over 60% in size
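Concentration-response testing used A549 ARE_Fluc cells at 5000 cells/well. Following an 18-24 h compound incubation, viability was read by fluorescence (Ex 405/Em 525) and luciferase output by luminescence.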
The depositor's hits bear a star; i = inactive; ? = inconclusive; / = no result given; [ ] = remark or other dose. Unless noted, the call rests on the fitted dose curve; in most records, active means well fitted curve in the direction sought with a large enough effect; inconclusive means small, poorly fitted or top-dose-only effect, or another doubt; inactive means no such curve, though single readings can be large; an effect the other way counts as inactive or inconclusive. Not all compounds are listed. The share of hits here may be higher or lower than overall.

SMILES	EPAC2 agonist	MmCpn inh	EPAC2 antag	TGFb inhibitor	Nrf2 ARE act	A549 viability	pAkt inh	CCT chaperon mod	Nrf2 inh
CC(=O)c1ccc(-c2cnc3c(NC=O)cc(-c4ccc(S(C)(=O)=O)cc4)cn23)cc1	-1%	/	8%	-8%	-0.6%[9.22 µM]	/	i	-0.5	/
COc1cccc(NC(=O)c2ccccc2-c2nc(-c3cccc(C)c3)no2)c1	6%	-8%	-8%	3%	0.8%	-5%	i	1.2	4%
CCC(C)c1ccccc1O (stereo not drawn)	-5%	1%	-19%	1%	-0.3%	5%	i	1.7	-9%
COc1cc(/C=C2/C(=O)NN(c3cccc(Cl)c3)C2=O)cc(Br)c1O	2%	-2%	?	31%[activator]	-0.4%	-5%	i	-2.9	4%
COc1ccc(CCN(C)CCC(=O)Nc2ccc(C)cc2)cc1OC	4%	0%	11%	-11%	0.3%	-2%	i	1.4	14%
O=C(NNS(=O)(=O)c1ccc(F)cc1)C1CC(c2cccnc2)=NO1 (stereo not drawn)	3%	1%	13%	20%	-0.2%[9.22 µM]	0%	i	-4.1	-5%
CC1(C)Cc2c(C#N)c(N3CCOCC3)nc(Cc3ccccc3)c2CO1	21%	-22%	1%	9%	2.9%	9%	i	1.4	/
CC(C)CCn1c(N2CCCC2)nc2c1c(=O)[nH]c(=O)n2C	11%	-1%	4%	12%	2.8%	-2%	i	-1.7	1%
O=C(Cn1cnc2cc([N+](=O)[O-])ccc2c1=O)N(Cc1ccccc1)C1CCS(=O)(=O)C1 (stereo not drawn)	0%	-7%	8%	-2%	-0.4%	3%	i	1.6	1%
Cc1nn(-c2cccc(C(F)(F)F)c2)c(=O)c2noc(C)c12	3%	1%	6%	-6%	-0.4%	-5%	i	-0.3	-4%
CCOC(=O)N1CCc2c(sc3c2c(=O)n(Cc2ccccc2)c(=O)n3CC(=O)Nc2cccc(CC)c2)C1	/	/	/	-21%	-0.6%	3%	/	/	-8%
COc1cccc2cc(-c3nnc(SCC(=O)NCc4ccccc4)n3C)oc12	11%	0%	0%	26%	0.3%	-2%	i	-4.0	/
CC(C)c1ccc(Nc2nc(Cl)nc(NCCO)n2)cc1	4%	2%	-1%	?	5.9%	-3%	i	-0.3	-3%
O=C1c2[nH]nc(-c3ccccc3O)c2C(c2cccc(O)c2)N1Cc1ccco1 (stereo not drawn)	10%	3%	-1%	?	9.3%	-9%	i	-0.5	-13%
Cc1nc2sc(C)c(C)c2c(=O)o1	1%	1%	10%	1%	0.4%	1%	i	-0.9	0%
CCN(CC)C(=O)C1CCCN(c2ncnc3c2nc2n3CCCCC2)C1 (stereo not drawn)	/	/	/	-3%	-1.2%	13%	/	/	-2%
COc1cc(C(=S)NC2CCCCC2)ccc1O	1%	-1%	7%	1%	4.1%	-3%	i	-3.9	0%
Cc1onc(-c2c(Cl)cccc2Cl)c1C(=O)NCCN1CCOCC1	7%	-3%	10%	0%	-0.8%	18%	i	-2.2	5%
CCOC(=O)c1cc2sc(C)cc2n1CC(=O)N(CC)CC	4%	2%	1%	-2%	0.3%	-8%	i	-3.6	?
Cc1nn(-c2ccc(N3CCCCC3)nn2)c(C)c1CCC(=O)Nc1ccc(F)c(F)c1	26%	2%	-3%	-22%	-0.5%	?	i	0.0	?
Cc1cc(C(C)(C)C)cc(C)c1COC(=O)CN1C(=O)NC2(CCCC2)C1=O	15%	1%	-19%	0%	0.4%	20%	i	1.6	-26%
C[C@H](NC(=O)[C@H]1N2C(=O)c3ccccc3C2SC1(C)C)C(=O)N1CCN(C)CC1 (stereo partly drawn)	6%	2%	14%	23%	0.2%	6%	i	0.2	5%
Cc1ccc(CCNC(=O)CN(C)S(=O)(=O)c2cnc[nH]2)cc1	6%	-1%	-2%	-4%	-0.7%	-2%	i	-3.4	-10%
Cc1ccc(NC(=O)Cn2c(=O)oc3cc(S(=O)(=O)N4CCCC4)ccc32)cc1F	/	/	/	-1%	2.6%	-1%	/	/	16%
Fc1ccc(C(CCNCc2cccs2)c2ccco2)cc1 (stereo not drawn)	0%	-3%	-2%	?	0.2%	-4%	i	-1.0	-23%

Two compounds picked at random from the list so far:
SMILES	EPAC2 agonist	MmCpn inh	EPAC2 antag	TGFb inhibitor	Nrf2 ARE act	A549 viability	pAkt inh	CCT chaperon mod	Nrf2 inh
Cc1nc2sc(C)c(C)c2c(=O)o1	1%	1%	10%	1%	0.4%	1%	i	-0.9	0%
Cc1ccc(CCNC(=O)CN(C)S(=O)(=O)c2cnc[nH]2)cc1	6%	-1%	-2%	-4%	-0.7%	-2%	i	-3.4	-10%

The listing continues:
SMILES	EPAC2 agonist	MmCpn inh	EPAC2 antag	TGFb inhibitor	Nrf2 ARE act	A549 viability	pAkt inh	CCT chaperon mod	Nrf2 inh
Cn1c(=O)c2c(SCC(=O)Nc3ccc4c(c3)OCCO4)nc(CC(C)(C)C)nc2n(C)c1=O	-13%	-1%	0%	8%	-0.4%	?	i	-0.5	7.3µM*
CC(=O)N/C(=C\c1ccccc1Cl)C(=O)O	7%	0%	3%	4%	-0.5%	3%	i	0.5	/
Cc1cc(Br)ccc1NC(=O)CN1C(=O)CCC1=O	12%	0%	-10%	11%	0.3%	-1%	i	-2.7	-7%
Fc1cc(Br)ccc1NC(=S)Nc1cccnc1	-2%	-2%	9%	-6%	0.4%	-2%	i	0.1	-5%
Clc1ccc(-n2ncc3c(NCC4CCCO4)ncnc32)cc1 (stereo not drawn)	11%	0%	-6%	-12%	-2.4%	1%	i	0.1	?
CCN(C(=O)CCc1nc(-c2ccc(C)cc2)no1)c1cccc(C(F)(F)F)c1	/	/	/	?	5.3%	7%	/	/	-4%
CCN(CC)S(=O)(=O)c1ccc2c(c1)N(CC(=O)Nc1cccnc1Cl)C(=O)CO2	2%	-1%	-6%	-29%	0.0%	-6%	i	-1.0	-14%
Cc1cc(SC#N)cc(C)c1NC(=O)CCl	1%	-18%	3%	?	0.4%[9.22 µM]	-20%	i	-2.0	-4%
Nc1nnc(-c2cn(-c3ccccc3)nc2-c2ccc(Cl)cc2)o1	4%	-2%	7%	?	4.4%	-16%	i	-0.7	-7%
CCCCN(CC)C(=O)c1cc2c(=O)n3ccccc3nc2n1C	/	/	/	4%	4.7%	-2%	/	/	9%
COc1ccc(Cc2noc(CN3CCCC(OCc4ccccn4)C3)n2)cc1OC (stereo not drawn)	5%	0%	7%	?	0.0%	1%	i	-0.8	-14%
CC(C)Oc1ccc2ccccc2c1CNC[C@H]1O[C@@H](n2ccc(=O)[nH]c2=O)[C@H](O)[C@@H]1O	7%	/	9%	-15%	-0.9%	/	i	1.7	/
O=C(Cc1cccc(C(F)(F)F)c1)NCC(=O)Nc1cc(Cl)ccc1Cl	-13%	-1%	-1%	-1%	2.7%	-7%	i	-0.9	1%
Oc1cc2c(cc1CN1CCc3ccccc3C1)OCO2	13%	0%	0%	?	6.9%	-1%	i	-1.8	1%
CN1CCN(c2ccc(-c3cc(NC=O)c4ncc(-c5ccc(F)cc5)n4c3)cc2)CC1	13%	/	11%	?	?	/	i	-0.7	/
O=C(Nc1ccc2c(c1)OCO2)c1ccc2sc([C@@H]3O[C@H](CO)[C@@H](O)[C@H]3O)nc2c1	8%	/	-29%	-16%	2.0%	/	i	-4.1	/
CC(O)(c1ccc(F)c(F)c1)c1nc(-c2cc3ccccc3o2)cs1 (stereo not drawn)	3%	/	-10%	?	-1.0%	/	i	0.3	/
Cc1cc(C(=O)Nc2nnc(C3CCCCC3)s2)cs1	8%	-17%	-3%	-20%	6.5%	-7%	i	-2.5	10%
CCc1nnc(NS(=O)(=O)c2ccc(NC(=O)CCC(=O)OC)cc2)s1	6%	1%	1%	?	-0.6%	-3%	i	0.1	18%
COc1cc(OC)c(C2C=CC(=O)CC2)c(OC)c1 (stereo not drawn)	4%	/	8%	/	?	/	i	-0.9	/
Cc1cc2cc(CN(Cc3cccs3)C(=S)NCc3ccco3)c(=O)[nH]c2cc1C	-5%	-10%	-6%	-22%	0.4%	0%	i	-5.6	?
Cc1ccc(OCC(=O)Nc2nc(C)c(Cl)cc2Cl)c([N+](=O)[O-])n1	5%	-23%	7%	16%	0.0%	4%	i	1.9	13%
O=C(O)Cc1ccc2sc(-c3ccccc3)nc2c1	11%	-12%	2%	0%	28%	-7%	i	-2.7	11%
COc1ccc(Cl)cc1NC(=O)c1oc(C)nc1C	1%	-1%	-1%	-2%	20%	-5%	i	0.0	2%
COc1ccc2oc(C(=O)N3CCN(C/C=C/c4ccccc4)CC3)c(C)c2c1	28%	-1%	-2%	-25%	0.5%	0%	i	0.8	-12%
COc1ccc(-c2cc3nc(-c4ccccc4)cc(N4CCN(C(=O)c5ccoc5)CC4)n3n2)cc1	5%	/	10%	0%	-1.9%	/	i	1.0	/
CN(CC(=O)N1CCCCC1)S(=O)(=O)c1ccc(Cl)cc1	0%	1%	8%	-6%	0.3%	6%	i	-4.0	1%

Part of the list above with just pAkt inh:
| Structure | pAkt inh |
| --- | --- |
| COc1ccc2oc(C(=O)N3CCN(C/C=C/c4ccccc4)CC3)c(C)c2c1 | i |
| COc1ccc(-c2cc3nc(-c4ccccc4)cc(N4CCN(C(=O)c5ccoc5)CC4)n3n2)cc1 | i |
| CN(CC(=O)N1CCCCC1)S(=O)(=O)c1ccc(Cl)cc1 | i |

Compound activity as filed in PubChem BioAssay.
